Bioassay records: PubChem BioAssay, several laboratories
S1P2 agonist: S1P2 (human) receptor agonism | S1P2-expressing cell line, agonist reporter read-out | hit rate 0.46% among 97,000 | activation, % at 4.5 µM; in the data active means activation above about 16%;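 further: 0% = vehicle low control and 100% = maximal reference agonist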
Target sequence (O95136 whole entry, looked up): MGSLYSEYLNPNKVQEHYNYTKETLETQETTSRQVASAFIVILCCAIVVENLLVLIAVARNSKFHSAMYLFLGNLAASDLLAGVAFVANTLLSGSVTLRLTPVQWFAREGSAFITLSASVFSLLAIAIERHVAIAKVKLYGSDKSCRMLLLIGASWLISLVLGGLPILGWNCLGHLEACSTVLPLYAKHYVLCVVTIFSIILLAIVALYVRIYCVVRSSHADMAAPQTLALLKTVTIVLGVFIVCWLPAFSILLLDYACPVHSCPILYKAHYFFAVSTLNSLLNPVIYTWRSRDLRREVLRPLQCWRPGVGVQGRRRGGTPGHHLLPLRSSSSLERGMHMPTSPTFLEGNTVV
HIV Rev-RRE inh: HIV Rev-RRE protein-RNA interaction inhibition | P05866 | Rev peptide-RRE RNA binding, FRET | hit rate 0.79% among 97,000 | inhibition, % at 8 µM;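 active means inhibition above the screen-wide mean plus 3 SD, cut at about 35% in these data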;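 further: 0% = median DMSO wells and 100% = median Neomycin B control wells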
Target sequence (P05866 whole entry, looked up): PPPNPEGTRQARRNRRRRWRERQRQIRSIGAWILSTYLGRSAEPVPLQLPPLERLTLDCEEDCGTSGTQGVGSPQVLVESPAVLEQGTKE
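System: Cy5-labelled duplex RRE RNA binding fluorescein-labelled HIV Rev peptide; Signal: fluorescein-to-Cy5 FRET, 480 nm excitation; Also added: labelled Rev peptide; Compound: one concentration, 8 µM nominal; Buffer or medium: HEPES pH 7.5 salt buffer with EDTA; Read-out: % inhibition of FRET ratio versus controls; Schedule: 5 min preincubation and 15 min binding, 25 °C.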
PTPN22 act: LYP (human) phosphatase activation. activation, % at 2 µM. AID 697. hit rate 0.11% among 96,000. recombinant LYP, DiFMUP fluorescence; 0 = plate median, 100 = signal doubled;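 active means activation at 2 µM above a set limit, the mean plus 5 SD, cut at about 37% in these data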
FAK blocker: blocks human focal adhesion kinase activity. biochemical FAK kinase activity assay. Q05397. inhibition, %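 (tested at 7 µM)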. hit rate 0.84% among 97,000; in the data active means inhibition above about 19%;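 further: 0% = DMSO and 100% = reference compound high control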
EphB4 ephrin blk: blocks human EphB4 binding to ephrin-B2 | P54760 | EphB4 LBD / TNYL-RAW-Alexa532 peptide, fluorescence polarization | inhibition, % at 7 µM | hit rate 0.15% among 97,000 | AID 720;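 active means inhibition above the screen-wide mean inhibition plus 3 SD, cut at about 15% in these data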;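 further: 0% = DMSO wells and 100% = excess unlabeled TNYL-RAW peptide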
PostGolgi yeast: growth inhibition of a yeast mutant, post-Golgi transport screen. post-Golgi transport phenotypic cell assay. inhibition, % at 10 µM. hit rate 0.9% among 98,000;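 further: yeast cells grown in 1536-well plates; yeast grown about 18 h at 30C before absorbance read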
PostGolgi ctrl: inhibits growth of the yeast control strain | efflux-deficient yeast background strain, growth absorbance A615, 16 h | inhibition, % at 10 µM | hit rate 5% among 98,000
S1P2 antag: S1P2 (human) receptor antagonism | O95136 | cell-based S1P2 antagonist assay, inhibition at 5 uM | inhibition, % at 5 µM | hit rate 0.21% among 97,000; in the data active means inhibition above about 45%;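 further: CRE beta-lactamase reporter cells expressing human S1P2 stimulated with S1P; 0% = agonist at EC80 alone and 100% = agonist plus reference antagonist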
PTPN22 inh 2: LYP (human) phosphatase inhibition; Q9Y2R2; recombinant LYP catalytic domain, DiFMUP fluorescence; hit rate 0.21% among 96,000; inhibition, % at 2 µM;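 active means inhibition at 2 µM at or above a set limit, the screen mean plus 3 SD, cut at about 24% in these data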;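 further: 0% = DMSO with enzyme and 100% = enzyme fully blocked by orthovanadate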
Starred values were filed as active, the others as inactive; x = not tested or not shown. Unless noted, no stated cut-off is given here; in the data, active means inhibition above about 30%; inactive means the rest.

Start of the listing, in advance (2 entries):
SMILES | S1P2 agonist | HIV Rev-RRE inh | PTPN22 act | FAK blocker | EphB4 ephrin blk | PostGolgi yeast | PostGolgi ctrl | S1P2 antag | PTPN22 inh 2
COc1cccc(-n2c(C)n[nH]c2=O)c1 | -5 | 6 | 4 | -7 | -1 | -9 | -2 | 16 | 0
C/C=C/C(=O)OCC(=O)Nc1ccc(F)cc1Cl | -11 | 0 | 4 | -4 | -2 | -19 | 3 | 8 | -1

The list itself, repeating the preview:
SMILES | S1P2 agonist | HIV Rev-RRE inh | PTPN22 act | FAK blocker | EphB4 ephrin blk | PostGolgi yeast | PostGolgi ctrl | S1P2 antag | PTPN22 inh 2
COc1cccc(-n2c(C)n[nH]c2=O)c1 | -5 | 6 | 4 | -7 | -1 | -9 | -2 | 16 | 0
C/C=C/C(=O)OCC(=O)Nc1ccc(F)cc1Cl | -11 | 0 | 4 | -4 | -2 | -19 | 3 | 8 | -1
Cc1oc(-c2cccs2)nc1CS(=O)CC(=O)NCCCN1CC(C)CC(C)C1 (stereo not drawn) | -10 | 4 | -11 | 7 | 8 | -8 | -7 | 9 | 10
Clc1cc(Cl)c2nc(N3CCCC3)sc2c1 | -3 | 9 | 2 | 0 | -9 | x | x | 8 | -4
O=C(COc1ccc2c(c1)CCC2)N1CCc2ccccc21 | 0 | 14 | -1 | 0 | 2 | -8 | 5 | 5 | 0
O=C(NCCN1CCc2ccccc2C1)C1CCN(S(=O)(=O)N2CCCCC2)CC1 | -5 | 7 | 2 | 2 | 2 | -3 | 12 | 2 | -5
COc1ccc(C2NC(=S)N(c3ccccc3)C(C)=C2C(=O)Nc2ccccc2)cc1 (stereo not drawn) | -7 | -1 | -8 | -1 | 3 | -5 | 12 | 17 | 10
Cn1c(C2=C(O)CN(c3ccc4c(c3)OCCO4)C2=N)nc2ccccc21 | -2 | 6 | -1 | 4 | 1 | 9 | -1 | 22 | 2
O=C(NCCCCCCNC(=O)C1CCCC1)C1CCCC1 | -6 | 7 | 2 | 2 | 8 | x | x | 4 | -1
O=C(C(Cc1ccccc1)n1cccc1)N1CCN(c2cccc(Cl)c2)CC1 (stereo not drawn) | -6 | 2 | 0 | 1 | -3 | 14 | 20 | -5 | -1
Cc1ccc2oc(=O)c3cnn(CC(=O)NCCCOC(C)C)c3c2c1 | -5 | 6 | 10 | 2 | 0 | -12 | 6 | 11 | -13
Cc1occc1-c1nnc(SCc2nnc(-c3ccc(Cl)cc3)o2)n1C | -7 | 3 | -2 | 3 | 5 | -2 | 9 | 5 | 3
CCOc1ccc2nc(NC(=O)C3CCCN(S(=O)(=O)c4cccc5nonc45)C3)sc2c1 (stereo not drawn) | -7 | 8 | 6 | 1 | 3 | 7 | 27 | -6 | -11
COc1ccc(-c2nnc(SCc3c(C)noc3C)n2N)cc1OC | -2 | 5 | -6 | -2 | -3 | -2 | 24 | -2 | 2
O=C(CSC1=NCCS1)NCc1ccco1 | -1 | 6 | 1 | 0 | -8 | 9 | 4 | -7 | -5
Cc1ccc(C(=O)CSc2nc(C)cc(=O)[nH]2)cc1 | -1 | 7 | 0 | -8 | -4 | 4 | 9 | 0 | 2
O=C(O)CCc1ccc(-c2cccs2)n1-c1ccc(C(=O)O)cc1 | -4 | 2 | x | -10 | -8 | 0 | -2 | 4 | x
CC(C)CNS(=O)(=O)c1ccc(CCC(=O)O)cc1 | -2 | 4 | -6 | -3 | 3 | 2 | -7 | 1 | 2
Cc1ccc(S(=O)(=O)NCc2nc3ccccc3[nH]2)cc1 | -3 | 7 | -1 | -9 | 1 | -12 | 1 | -1 | -3
O=C(O)C1CSC2c3ccccc3C(=O)N12 (stereo not drawn) | -13 | 3 | 3 | -5 | 0 | 3 | -3 | -9 | 0
CCC(C(=O)NC1CCCC1)N(Cc1ccco1)C(=O)Cn1nnc(-c2ccc(C)cc2)n1 (stereo not drawn) | -1 | 8 | -6 | 1 | -3 | -1 | 16 | 15 | 10
CC1=CC(C)C2C(=O)N(c3ccccc3)C(=O)C2C1 (stereo not drawn) | -3 | 5 | 4 | -2 | 3 | 5 | -8 | 21 | -9
CC(C)C(=O)Nc1nc2c(ncn2C2CC(O)C(CO)O2)c(=O)[nH]1 (stereo not drawn) | -4 | 5 | -11 | 5 | 0 | 0 | 5 | 16 | 8
O=C(Nc1cccnc1)c1cc2nc(C3CC3)cc(C(F)(F)F)n2n1 | -5 | -1 | 10 | 0 | -1 | 2 | 2 | -12 | -9
Clc1ccc(Nc2ncn[nH]2)cc1 | -3 | 5 | 9 | 6 | 1 | -35 | 16 | 7 | -6
Fc1cccc(Cl)c1CSc1nnc(COc2cccc3cccnc23)o1 | -1 | 8 | 2 | 0 | 3 | 4 | 62* | 1 | -4
O=C(Nc1nc(-c2cc(Cl)sc2Cl)cs1)c1ccccc1 | -2 | 9 | 0 | 0 | 3 | 3 | 10 | -16 | 0
CC(=O)Nc1cccc(NC(=O)CSc2nnnn2Cc2ccccc2)c1 | 0 | 3 | 5 | 0 | 0 | -2 | 22 | -12 | -6
O=c1sc(N2CCN(c3ccccc3F)CC2)nc2ccsc12 | -2 | 3 | 2 | -1 | -3 | -5 | 0 | 1 | -2
CC1CCN(c2nc3ccc(C(=O)N4CCN(Cc5ccccc5)CC4)cc3s2)CC1 | 0 | -1 | 0 | -5 | 1 | 5 | 5 | -1 | -3
CCCCC(=O)Nc1ccc(C(=O)NNC(=O)c2ccco2)cc1 | -2 | 6 | 5 | -1 | -8 | -7 | 8 | 4 | -3
CN(CC(=O)Nc1ccccc1N1CCOCC1)S(=O)(=O)c1ccc(Cl)cc1 | -4 | 11 | 9 | -3 | -4 | 14 | 24 | -25 | -8
CC(Sc1nc2ccccc2c(=O)[nH]1)C(=O)O (stereo not drawn) | -1 | 10 | 1 | -1 | -11 | -2 | 13 | 4 | 0
CCOC(=O)c1c(N)nn(C(=O)CC)c1-c1ccccc1 | -2 | 6 | -1 | 0 | 5 | 0 | 8 | -17 | 2
C/C(CC(=O)Nc1ccc(Cl)cc1Cl)=N\NC(N)=S | -5 | 1 | -4 | 7 | 5 | -4 | 5 | 25 | 9
O=C1Nc2cc(Cl)c(Cl)cc2N(O)N1c1cccc(Cl)c1 | -7 | 6 | -13 | -4 | -2 | -1 | 2 | 9 | 10
CC(C)(C)NS(=O)(=O)c1ccc(NC(=O)c2cc(-c3ccccc3)nc3ccccc23)cc1 | -6 | -1 | -8 | -4 | -4 | -9 | 5 | -6 | 12
CCOc1ccccc1NC(=O)COn1nnc2ccc(Cl)cc21 | -10 | 11 | 2 | 5 | 1 | -4 | 20 | 21 | 1
O=c1/c(=C\c2cccnc2)sc2nc3ccccc3n12 | -6 | 12 | 6 | 1 | -5 | 12 | 6 | -10 | -6
Cc1c(Cl)cccc1-c1ccc(/C=N/n2cnnc2)o1 | -1 | 9 | 8 | 0 | 3 | 0 | 28 | 10 | -10
Cc1nc2c(C(=O)NCCc3ccccc3)c[nH]n2c(=O)c1Cl | 0 | 1 | -6 | -3 | -2 | 0 | -2 | -10 | 5
O=C(O)CC(Cn1cnnn1)c1ccccc1 (stereo not drawn) | -1 | 3 | 0 | -4 | 4 | 10 | -2 | 5 | 0
Fc1ccc(-c2nc3ccncc3[nH]2)cc1 | -4 | 8 | 5 | 5 | 3 | -3 | 0 | -3 | -2
Cc1onc(C(=O)N2CCC(C(N)=O)CC2)c1-c1ccccc1Cl | -4 | 4 | 5 | -1 | -9 | -3 | 9 | -15 | -5
COc1nnc(OC)c2ccccc12 | -3 | 9 | 2 | -2 | 0 | -6 | 8 | -5 | -4
Cc1ccc(N/C(CSC(N)=O)=N\S(=O)(=O)c2ccc(C)cc2)cc1 | -6 | 10 | -8 | -2 | 9 | 2 | -5 | 17 | 10
Cc1c(C(=O)OC(C)C)sc(NC(=O)c2cccnc2)c1C#N | -7 | 28 | -2 | 1 | -2 | -9 | 11 | -4 | 5
CC(=O)c1c(C)[nH]c(C(=O)N2CCCCCC2)c1C | -5 | 5 | 0 | 0 | -10 | -6 | 6 | 7 | -3
CCc1ccc(C2C(C#N)=C(N)C(C#N)(C#N)C3=CCC(C(C)(C)C)CC32)cc1 (stereo not drawn) | -1 | 27 | -10 | -1 | 1 | x | x | 2 | 9
CCN(CC)C(=O)CSc1nc2ccc(NC(=O)CSc3nnc(N)s3)cc2s1 | -5 | 1 | -1 | 21* | 0 | -10 | 9 | -3 | 4
COc1ccc(S(=O)(=O)N2Cc3ccccc3CC2C(=O)N2CCOCC2)cc1 (stereo not drawn) | -2 | 3 | -7 | 3 | -7 | x | x | -6 | 4
Cc1cccnc1NC1(C(F)(F)F)N=C(c2ccccc2)NC1=O (stereo not drawn) | -6 | 0 | -2 | -8 | -1 | -5 | 1 | -10 | 6
CCc1c(C)sc(NC(=O)CC#N)c1C#N | -4 | 37* | -15 | 7 | 11 | -9 | 21 | -12 | 13
CCS(=O)(=O)N1CCC(C(=O)NCCN2CCN(Cc3ccccc3)CC2)CC1 | -8 | -3 | -4 | 1 | -2 | -4 | 8 | -2 | 2
COc1ccc(-c2nnn(CC(=O)N(Cc3ccc(F)cc3)C(C(=O)NC3CCCC3)c3ccc(F)cc3)n2)cc1 (stereo not drawn) | 0 | 8 | -17 | 2 | -4 | x | x | -7 | 13
CCc1ccc(Cn2nnc(C(=O)Nc3cccc(C)c3)c2N)cc1 | -3 | 4 | 4 | -10 | 0 | -8 | 9 | -8 | -8
CN(c1ccccc1C(=O)N1CCN(c2cccc(Cl)c2)CC1)S(C)(=O)=O | -5 | 7 | -4 | -1 | 0 | -5 | 13 | -4 | 1
CC1CCCCN1S(=O)(=O)c1ccc(S(=O)(=O)N2CCN(c3ccc(F)cc3)CC2)cc1 (stereo not drawn) | -4 | 7 | -4 | -9 | -7 | -3 | 4 | 16 | 1
Cc1cc(C)n(C(=O)c2ccc(C)o2)n1 | -1 | 2 | 1 | -1 | 1 | -1 | 3 | -22 | -4
Cc1cccc(OCCCOc2cccc3cccnc23)c1C | 1 | 17 | -3 | 3 | 1 | -2 | 17 | -25 | 5

The list goes on.
SMILES | S1P2 agonist | HIV Rev-RRE inh | PTPN22 act | FAK blocker | EphB4 ephrin blk | PostGolgi yeast | PostGolgi ctrl | S1P2 antag | PTPN22 inh 2
CSc1nc2sc3c(c2c(=O)n1C)CCC(C)C3 (stereo not drawn) | -8 | 15 | -11 | 3 | -4 | 7 | 8 | 5 | 8
COc1cc(NC(=O)Cn2c(-c3cncs3)nc3ccccc32)cc(OC)c1OC | -1 | 4 | 6 | -2 | 1 | 7 | 6 | -14 | -4
O=C(NC1CCN(Cc2ccccc2)CC1)C1COc2ccccc2O1 (stereo not drawn) | -7 | 6 | -5 | -2 | 1 | 70* | 14 | 19 | 4
Cc1cc(NS(=O)(=O)N(C)C)ccc1C(C)C | 0 | 0 | 8 | 2 | 0 | 0 | 5 | -23 | -11
CCOC(=O)c1c(C)[nH]c(C=Nc2ccc(OC)cc2)c1O | -4 | 3 | 8 | -3 | -6 | x | x | -13 | -7
CC(C)c1ccc(S(=O)(=O)N2CCN(CCC(=O)Nc3ccc(N(C)C)cc3)CC2)cc1 | -6 | -2 | 1 | 3 | 5 | -8 | 6 | 3 | 3
Cc1ccc(C)c(/C(O)=C2/C(=O)C(=O)N(CCN3CCOCC3)C2c2ccc(C)o2)c1 (stereo not drawn) | -6 | 6 | -6 | -5 | 5 | 3 | 5 | 6 | 4
O=c1c(-c2ccnn2-c2ccc(F)cc2)cnc2n1CCS2 | -1 | 7 | 5 | 0 | 1 | 5 | -2 | -12 | -4

Two compounds drawn at random from those above:
SMILES | S1P2 agonist | HIV Rev-RRE inh | PTPN22 act | FAK blocker | EphB4 ephrin blk | PostGolgi yeast | PostGolgi ctrl | S1P2 antag | PTPN22 inh 2
CC(C)c1ccc(S(=O)(=O)N2CCN(CCC(=O)Nc3ccc(N(C)C)cc3)CC2)cc1 | -6 | -2 | 1 | 3 | 5 | -8 | 6 | 3 | 3
Cc1cc(NS(=O)(=O)N(C)C)ccc1C(C)C | 0 | 0 | 8 | 2 | 0 | 0 | 5 | -23 | -11
